MgcRacGAP inhibition: MgcRacGAP GTPase-activating activity inhibitors, confirmation, biochemical, ADP Hunter fluorescence | MgcRacGAP-stimulated Rac1 GTP hydrolysis, ADP Hunter fluorescence; higher % means a stronger effect; GST-tagged Rac1 F28L mutant substrate | inhibition, % at 30 µM, or IC50 in µM where a hit was titrated | 340,000 compounds, 0.6% hits;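 active = first-screen hits whose inhibition reached a set limit at any dose in the follow-up dose series; inconclusive = inhibition above the set first-screen limit but never retested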;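 note: fluorescence reports GDP produced by GAP-driven GTP hydrolysis; strong numbers were not always called active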
Myeloid diff 2: myeloid differentiation induction. calls only at 10 µM. ER-HoxA9 myeloid progenitors, lysozyme-GFP differentiation, flow cytometry. 360,000 compounds, 1% hits;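 active = normalized GFP-positive differentiation at or above the plate's own cutoff, the solvent-only control mean plus 3 SD; inconclusive = no clear call, values can overlap the other calls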;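 note: cells exposed to compound for four days before flow analysis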
Myeloid diff 2 GFP+ MAC1+ %: also measured in Myeloid diff 2; calls as there; GFP+ MAC1+ double positive, %; measured here: differentiation confirmed by MAC1 staining
An asterisk follows results filed as active. Some of the compounds tested; the hit share may differ from the screen's.

C[C@@H]1ON(C)[C@H]2C[C@H]3c4[nH]c5ccccc5c4CCN3C[C@@H]12 was read as MgcRacGAP inhibition 12%, Myeloid diff 2 active and Myeloid diff 2 GFP+ MAC1+ % 1.5*.
Screening O=C1C(=NO)CC(c2ccccc2)N1c1ccccc1 (stereo unspecified) returned MgcRacGAP inhibition -3%, Myeloid diff 2 inactive and Myeloid diff 2 GFP+ MAC1+ % 1.0.
Screening CC1=CC(C)(C)NC(=S)N1c1ccc([N+](=O)[O-])cc1 returned MgcRacGAP inhibition -1%, Myeloid diff 2 inactive and Myeloid diff 2 GFP+ MAC1+ % 0.7.
Cc1ccc([C@H]2C[C@H](O)[C@@H](n3cc(C4CC4)nn3)CN2C(=O)C2CCCCC2)cc1 was read as MgcRacGAP inhibition 1%, Myeloid diff 2 inactive and Myeloid diff 2 GFP+ MAC1+ % 1.1.
Screening Nc1ccccc1C(=O)C[C@H](N)C(=O)O returned MgcRacGAP inhibition 2%, Myeloid diff 2 inactive and Myeloid diff 2 GFP+ MAC1+ % 1.1.
CC1=CC(=NNS(=O)(=O)c2ccc([N+](=O)[O-])cc2)CC(C)(C)C1 was read as MgcRacGAP inhibition -8%, Myeloid diff 2 inactive and Myeloid diff 2 GFP+ MAC1+ % 0.9.
Cc1ccccc1NC(=O)N(O)C1(C#N)CCCCC1 was read as MgcRacGAP inhibition 4% and Myeloid diff 2 inconclusive.
COc1ccc(C(=O)N2CCCC(CO)C2)cc1OC1CCN(C(C)C)CC1 (stereo unspecified) was read as MgcRacGAP inhibition 20%, Myeloid diff 2 inactive and Myeloid diff 2 GFP+ MAC1+ % 0.7.
`C#CCOc1ccc(CNC[C@H]2O[C@@H](n3ccc(N)nc3=O)[C@H](O)[C@@H]2O)cc1` gave MgcRacGAP inhibition 6%, Myeloid diff 2 inactive and Myeloid diff 2 GFP+ MAC1+ % 1.1.
`CCOc1ccc(C=NNC(=O)c2cccc3ccccc23)cc1OCC` gave MgcRacGAP inhibition 3%, Myeloid diff 2 inactive and Myeloid diff 2 GFP+ MAC1+ % 7.8.
Screening COC(=O)[C@@]1(C)[C@H]2C(=O)N(Cc3ccccc3)C(=O)[C@H]2[C@H]2CN=C(SCC(=O)c3ccccc3)N21 returned MgcRacGAP inhibition 18%, Myeloid diff 2 inactive and Myeloid diff 2 GFP+ MAC1+ % 0.8.
Screening O=C(c1cnc(Cl)c(Cl)c1)N1CCN(S(=O)(=O)c2cccs2)CC1 returned MgcRacGAP inhibition 16%, Myeloid diff 2 inactive and Myeloid diff 2 GFP+ MAC1+ % 1.0.
For CN(C=O)c1ccc(CSc2ccccc2)cc1 the results were MgcRacGAP inhibition 5%, Myeloid diff 2 inactive and Myeloid diff 2 GFP+ MAC1+ % 0.7.
`O=C1NC2c3c(Cl)sc(Cl)c3C(=O)C2O1` (stereo unspecified) gave MgcRacGAP inhibition 23%, Myeloid diff 2 inactive and Myeloid diff 2 GFP+ MAC1+ % 0.0.
For CN1CCn2cnc(C(=O)Nc3ccc(Cl)cc3)c2C1=O the results were MgcRacGAP inhibition 16%, Myeloid diff 2 inactive and Myeloid diff 2 GFP+ MAC1+ % 2.6.
Clc1ccc(-c2nc3ccc(Cl)cn3c2Cc2ccccc2)cc1 was read as MgcRacGAP inhibition 18%, Myeloid diff 2 inactive and Myeloid diff 2 GFP+ MAC1+ % 0.2.
For CC(C)(C)OC(=O)N(Cc1ccccc1)Cc1ccc(OCc2cccc(NC(=O)C3CC3)c2)cc1 the results were MgcRacGAP inhibition 0%, Myeloid diff 2 inactive and Myeloid diff 2 GFP+ MAC1+ % 1.2.
Screening N#CC(CC(=O)OCc1ccccc1)NC(=O)OCc1ccccc1 (stereo unspecified) returned MgcRacGAP inhibition 11%, Myeloid diff 2 inactive and Myeloid diff 2 GFP+ MAC1+ % 0.4.
For CCN(CC(=O)Nc1c(F)cccc1F)C(=O)CCCOc1ccccc1 the results were MgcRacGAP inhibition 16%, Myeloid diff 2 inactive and Myeloid diff 2 GFP+ MAC1+ % 0.8.
For CCCCN1C(=O)C(CC(=O)NCCc2ccccn2)CC(C(=O)N2CCOCC2)=C1C (stereo unspecified) the results were MgcRacGAP inhibition 12%, Myeloid diff 2 inactive and Myeloid diff 2 GFP+ MAC1+ % 0.3.
CCCN1C(C)C(C(=O)OCC)=CN(Cc2ccc(Br)cc2)S1(=O)=O (stereo unspecified) was read as MgcRacGAP inhibition 9%, Myeloid diff 2 inactive and Myeloid diff 2 GFP+ MAC1+ % 0.6.
Screening Cc1cc2oc(=O)cc(-c3ccccc3)c2c(C)c1-c1ccc(CO)cc1 returned MgcRacGAP inhibition 4%, Myeloid diff 2 inactive and Myeloid diff 2 GFP+ MAC1+ % 3.1.
O=C(COC(=O)c1ccc(S(=O)(=O)NCc2ccco2)cc1)Nc1ccccc1 was read as MgcRacGAP inhibition 7%, Myeloid diff 2 inactive and Myeloid diff 2 GFP+ MAC1+ % 1.0.
Screening CCN(CC)C(=O)Cn1cc(S(=O)(=O)CC(=O)Nc2cccc(NC(C)=O)c2)c2ccccc21 returned MgcRacGAP inhibition 14%, Myeloid diff 2 inactive and Myeloid diff 2 GFP+ MAC1+ % 1.2.
CN1OC[C@@H]2CN[C@H](c3ccc(-c4ccc(C#N)cc4)cc3)C[C@@H]21 was read as MgcRacGAP inhibition -1%, Myeloid diff 2 inactive and Myeloid diff 2 GFP+ MAC1+ % 1.5.
Screening Cc1cccc(NC(=O)CN2CCN(C(=O)CN3C(=O)NC4(CCCCC4C)C3=O)CC2)c1C (stereo unspecified) returned MgcRacGAP inhibition 7%, Myeloid diff 2 inactive and Myeloid diff 2 GFP+ MAC1+ % 1.2.
Cc1ccc(NC(=O)CN(C)C(=O)c2cn(Cc3ccccc3)nc2-c2cccnc2)cc1 was read as MgcRacGAP inhibition 8%, Myeloid diff 2 inactive and Myeloid diff 2 GFP+ MAC1+ % 0.9.
Screening CN(C(=O)c1cccc(NC(=O)Cc2cccc(NC(=O)C3CCN(S(=O)(=O)c4cccc([N+](=O)[O-])c4)CC3)c2)c1)C1CC1 returned MgcRacGAP inhibition 7% and Myeloid diff 2 inconclusive.
Screening CCCn1c(SCC(=O)N(CC)c2c(N)n(Cc3ccccc3)c(=O)[nH]c2=O)nnc1-c1ccncc1 returned MgcRacGAP inhibition -1%, Myeloid diff 2 inactive and Myeloid diff 2 GFP+ MAC1+ % 0.7.
For CN(N=Cc1cccc2cccnc12)c1ccc([N+](=O)[O-])cc1[N+](=O)[O-] the results were MgcRacGAP inhibition -5%, Myeloid diff 2 inactive and Myeloid diff 2 GFP+ MAC1+ % 1.3.
`CCc1cccc(C)c1NC(=O)COC(=O)Cc1ccccc1` gave MgcRacGAP inhibition 19%, Myeloid diff 2 inactive and Myeloid diff 2 GFP+ MAC1+ % 1.7.
CN(C)C(=O)N1CCc2ccc([N+](=O)[O-])cc21 was read as MgcRacGAP inhibition 7%, Myeloid diff 2 inactive and Myeloid diff 2 GFP+ MAC1+ % 0.8.
For [O-]C(=C(C(=S)Nc1cccc2ccccc12)[n+]1ccccc1)c1ccc2c(c1)OCCO2 the results were MgcRacGAP inhibition 22%, Myeloid diff 2 inactive and Myeloid diff 2 GFP+ MAC1+ % 2.6.
CC(C)(C)c1cc(CNC(=O)C2CCC(=O)N(Cc3ccccc3F)C2)[nH]n1 (stereo unspecified) was read as MgcRacGAP inhibition 18%, Myeloid diff 2 inactive and Myeloid diff 2 GFP+ MAC1+ % 0.9.
`O=C(COC(=O)/C=C/c1ccc(Cl)cc1)NCc1cccs1` gave MgcRacGAP inhibition 8%, Myeloid diff 2 inactive and Myeloid diff 2 GFP+ MAC1+ % 1.1.
COc1ccc(CN(C)C[C@@H]2OCc3cnnn3CCCC(=O)N([C@@H](C)CO)C[C@H]2C)cc1 was read as MgcRacGAP inhibition 13%, Myeloid diff 2 inactive and Myeloid diff 2 GFP+ MAC1+ % 0.4.
O=C(OCc1cn([C@@H]2CN(Cc3cccs3)[C@@H](c3ccc(Cl)cc3)C[C@H]2O)nn1)c1ccccc1 was read as MgcRacGAP inhibition 19%, Myeloid diff 2 inactive and Myeloid diff 2 GFP+ MAC1+ % 1.1.
NC(=O)C1CCN(C(=O)C2CCN(C(=O)Nc3ccccc3)CC2)CC1 was read as MgcRacGAP inhibition 1%, Myeloid diff 2 inactive and Myeloid diff 2 GFP+ MAC1+ % 0.6.
Screening C[C@@H]1CN([C@H](C)CO)C(=O)CCCn2nncc2CO[C@H]1CN(C)S(=O)(=O)c1ccc2c(c1)OCCCO2 returned MgcRacGAP inhibition 14%, Myeloid diff 2 inactive and Myeloid diff 2 GFP+ MAC1+ % 1.3.
Cn1c2c(sc1=O)CCC2 was read as MgcRacGAP inhibition 6%, Myeloid diff 2 inactive and Myeloid diff 2 GFP+ MAC1+ % 0.6.
Screening CC(C)C[C@H]1CNC(=S)N1CC1CCN(CCC23CC4CC(CC(C4)C2)C3)CC1 returned MgcRacGAP inhibition 11%, Myeloid diff 2 inactive and Myeloid diff 2 GFP+ MAC1+ % 1.8.
For N#CCCN(C(=O)Nc1ccc(Cl)c(Cl)c1)C1CCCCC1 the results were MgcRacGAP inhibition 6%, Myeloid diff 2 inactive and Myeloid diff 2 GFP+ MAC1+ % 0.1.
CC(=O)c1c(O)cc(O)cc1O was read as MgcRacGAP inhibition -5%, Myeloid diff 2 inactive and Myeloid diff 2 GFP+ MAC1+ % 0.5.
For CC(=O)c1ccc(OCCCC(=O)OCC(=O)N2CCN(S(=O)(=O)c3ccc(C)cc3C)CC2)cc1 the results were MgcRacGAP inhibition 5%, Myeloid diff 2 inactive and Myeloid diff 2 GFP+ MAC1+ % 0.3.
`CCOC(=O)C1=C(C)N(C[C@@H]2CC[C@@H](Cc3ccc4cc(OC)ccc4c3)O2)C(=O)NC1c1ccc(OC)cc1` (stereo partly specified) gave MgcRacGAP inhibition 11%, Myeloid diff 2 inactive and Myeloid diff 2 GFP+ MAC1+ % 0.5.
`CSCCC(NS(=O)(=O)c1cccc(C(F)(F)F)c1)C(=O)N1CCN(C(=O)c2ccco2)CC1` (stereo unspecified) gave MgcRacGAP inhibition 2%, Myeloid diff 2 inactive and Myeloid diff 2 GFP+ MAC1+ % 1.3.
O=C(Nc1cc(C(F)(F)F)ccc1N1CCOCC1)c1cccc(S(=O)(=O)N2CCOCC2)c1 was read as MgcRacGAP inhibition 6%, Myeloid diff 2 inactive and Myeloid diff 2 GFP+ MAC1+ % 0.8.
Cc1ccc(N2CC(C(=O)NC3CCCCCC3)CC2=O)cc1 (stereo unspecified) was read as MgcRacGAP inhibition 18%, Myeloid diff 2 inactive and Myeloid diff 2 GFP+ MAC1+ % 0.6.
C#CCOCCOCCOCCNc1nc(N2CCOCC2)nc(N2CCN(C(=O)[C@H](C)n3cc(CCC(=O)O)nn3)CC2)n1 was read as MgcRacGAP inhibition 8%, Myeloid diff 2 inactive and Myeloid diff 2 GFP+ MAC1+ % 1.8.
For COc1ccc(NS(=O)(=O)c2ccc(C(=O)N(C)Cc3cccs3)cc2)cc1 the results were MgcRacGAP inhibition 1%, Myeloid diff 2 inactive and Myeloid diff 2 GFP+ MAC1+ % 0.3.
Screening CC(C)CN(C(=O)c1ccc(S(=O)(=O)N2CCCCC2)cc1)C1CCS(=O)(=O)C1 (stereo unspecified) returned MgcRacGAP inhibition 5%, Myeloid diff 2 inactive and Myeloid diff 2 GFP+ MAC1+ % 0.2.
Screening C[C@@H]1CCCCO[C@@H](CN(C)Cc2ccccc2)[C@@H](C)CN([C@H](C)CO)C(=O)c2cc(N(C)C)ccc2O1 returned MgcRacGAP inhibition 13%, Myeloid diff 2 inactive and Myeloid diff 2 GFP+ MAC1+ % 1.1.
Screening Cn1c(=O)c2c(nc(OC3CCCC3)n2C)n(C)c1=O returned MgcRacGAP inhibition -3%, Myeloid diff 2 inactive and Myeloid diff 2 GFP+ MAC1+ % 0.6.
Screening O=C1NC(=O)N(c2ccc(Cl)cc2)C(=O)/C1=C/c1ccc2c(c1)CCN2Cc1ccccc1Cl returned MgcRacGAP inhibition 10%, Myeloid diff 2 inactive and Myeloid diff 2 GFP+ MAC1+ % 0.2.
For O=[N+]([O-])c1cccc2[nH]ncc12 the results were MgcRacGAP inhibition 6%, Myeloid diff 2 inactive and Myeloid diff 2 GFP+ MAC1+ % 0.8.
CCOc1cc(C(=O)N/N=C/c2cn(-c3ccccc3)nc2-c2cc3ccccc3o2)cc(OCC)c1OCC was read as MgcRacGAP inhibition 5%, Myeloid diff 2 inactive and Myeloid diff 2 GFP+ MAC1+ % 0.2.
O=C(CNC(=O)c1ccccc1Br)NNC(=O)c1cccs1 was read as MgcRacGAP inhibition 3%, Myeloid diff 2 inactive and Myeloid diff 2 GFP+ MAC1+ % 1.0.

From PubChem
